N370S GC mod – inhibitors or activators of N370S glucocerebrosidase for Gaucher disease; P04062; N370S GC spleen homogenate, 4MU-glucoside fluorescence; Potency, µM (doses to about 59.4 µM), inactives show at the top dose activity change, negative = inhibition, usual class: inhibitors; 0.092% of 330,000 active; AID 2101;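 also: 0% = full enzyme activity and -100% = no enzyme basal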
TDP1 inh – inhibitors of human tyrosyl-DNA phosphodiesterase TDP1; AID 485290; Q9NUW8; 0.28% of 350,000 active; Potency, µM (top dose mostly 130 µM), for inactives: at the highest dose activity change, negative = inhibition, actives largely listed as inhibitors; recombinant TDP1, AlphaScreen DNA substrate cleavage; also: nearly all actives have a fitted effect of over 40% in size
Target sequence (Q9NUW8 whole entry, looked up): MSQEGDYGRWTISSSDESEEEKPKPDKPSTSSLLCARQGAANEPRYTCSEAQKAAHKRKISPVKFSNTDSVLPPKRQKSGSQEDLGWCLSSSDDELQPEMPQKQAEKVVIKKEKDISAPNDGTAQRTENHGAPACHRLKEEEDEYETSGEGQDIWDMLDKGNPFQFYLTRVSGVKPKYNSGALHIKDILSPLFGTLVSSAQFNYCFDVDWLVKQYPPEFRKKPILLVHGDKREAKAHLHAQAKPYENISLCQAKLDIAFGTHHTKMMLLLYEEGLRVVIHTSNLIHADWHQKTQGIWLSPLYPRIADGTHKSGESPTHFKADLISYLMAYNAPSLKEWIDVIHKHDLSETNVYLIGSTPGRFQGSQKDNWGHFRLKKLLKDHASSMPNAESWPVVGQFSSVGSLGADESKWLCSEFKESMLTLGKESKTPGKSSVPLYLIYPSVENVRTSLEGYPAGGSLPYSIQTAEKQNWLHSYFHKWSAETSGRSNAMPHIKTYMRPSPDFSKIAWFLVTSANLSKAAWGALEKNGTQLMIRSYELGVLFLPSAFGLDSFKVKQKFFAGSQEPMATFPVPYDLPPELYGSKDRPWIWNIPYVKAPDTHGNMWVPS
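Steps: enzyme plus compound, 15 min RT; add biotin/phosphotyrosine-FITC oligonucleotide (15 nM final), react 5 min; add donor/acceptor beads (10 ug/ml final), 10 min; read AlphaScreen. Tdp1 at 1 nM final.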
FEN1 inhibitor – blocks human flap endonuclease 1; P39748; Recombinant FEN1 flap cleavage, fluorescence, 15 min; Potency, µM (highest dose often 114 µM), for inactives: at the top dose activity change, negative = inhibition, most hits filed as inhibitors; 0.35% of 390,000 active; AID 588795; also: nearly all actives have a fitted effect of over 65% in size
Target sequence (P39748 whole entry, looked up): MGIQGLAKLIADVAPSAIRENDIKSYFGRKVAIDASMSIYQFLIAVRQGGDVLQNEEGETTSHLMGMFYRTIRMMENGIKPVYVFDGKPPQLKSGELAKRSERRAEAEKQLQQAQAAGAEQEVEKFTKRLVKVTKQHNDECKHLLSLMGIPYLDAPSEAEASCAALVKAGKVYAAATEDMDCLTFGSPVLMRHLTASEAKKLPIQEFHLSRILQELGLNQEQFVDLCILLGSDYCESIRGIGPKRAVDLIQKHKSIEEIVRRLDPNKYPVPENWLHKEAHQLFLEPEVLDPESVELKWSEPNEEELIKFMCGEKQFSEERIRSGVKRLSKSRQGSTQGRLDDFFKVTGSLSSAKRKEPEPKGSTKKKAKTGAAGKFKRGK
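Compounds are tested as a concentration series against 10 nM FEN1; after a 15 min room-temperature preincubation, 50 nM substrate starts cleavage, with plate reads at 0 and 15 min. Normalized responses are fitted by a Hill equation.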
* marks the source's active call; other numbers are inactive results; [ ] = dose if it differs, or a comment. Calls follow the shape of the dose curve; as a rule, active = well fitted curve in the direction sought with a large enough effect; inconclusive = small, poorly fitted or top-dose-only effect, or another doubt; inactive = no such curve, though single readings can be large; an effect the other way counts as inactive or inconclusive. Unless noted, % is scaled to controls: 0 for no effect and ±100 for the full control effect; potency is read from the fitted curve at half-maximal effect.

COC(=O)c1ccccc1NC(=O)COc1ccccc1[N+](=O)[O-] was read as N370S GC mod 13%, TDP1 inh 5% and FEN1 inhibitor -13%.
Cn1c(SCc2cc(=O)c3cc(Cl)ccc3[nH]2)nnc1-c1ccccc1 was read as TDP1 inh 5% and FEN1 inhibitor 15%.
Screening O=C(Nc1c2c(nn1-c1cccc(Cl)c1)CS(=O)(=O)C2)c1ccco1 returned N370S GC mod -3%, TDP1 inh 0% and FEN1 inhibitor 15%.
Screening COc1ccc(/C=N/NC(=O)CCC(=O)Nc2ccccc2)cc1OC returned N370S GC mod -7%, TDP1 inh 3% and FEN1 inhibitor 5%.
CCC(=O)NCCc1cc2ccc(C)c(C)c2[nH]c1=O was read as N370S GC mod 1%, TDP1 inh 5% and FEN1 inhibitor 24%.
For CC(C)Oc1ccc(N2CC(C(=O)Nc3ccccc3F)CC2=O)cc1 (stereo not given) the results were N370S GC mod 6%, TDP1 inh 5% and FEN1 inhibitor -4%.
For COc1ccc(/C=N/NC(=O)C2(C)NC(C)(C)Cc3ccccc32)cc1 (stereo not given) the results were N370S GC mod 20%, TDP1 inh 4% and FEN1 inhibitor 5%.
Screening O=C(NCC(c1cccnc1)N1CCc2ccccc21)c1cccc(C(F)(F)F)c1 (stereo not given) returned TDP1 inh -5% and FEN1 inhibitor -6%.
`O=C(COc1cc(F)ccc1[N+](=O)[O-])Nc1cccc(S(=O)(=O)NC2=NCCC2)c1` gave TDP1 inh -1% and FEN1 inhibitor 3%.
`O=C1c2ccccc2C(=O)N1CN(C(=O)c1ccccc1[N+](=O)[O-])c1ccc(F)cc1` gave N370S GC mod -7%, TDP1 inh 8% and FEN1 inhibitor 4%.
For CCn1c(SCC(=O)NCc2ccccc2)nc2nc3c(cc2c1=O)CCCC3 the results were N370S GC mod 24%, TDP1 inh 0% and FEN1 inhibitor -8%.
Screening CCc1ccccc1NC(=O)C1c2ccccc2Oc2ccccc21 returned N370S GC mod 5%, TDP1 inh 3% and FEN1 inhibitor -8%.
For CNc1ccc(Br)cc(C(=O)/C=C/c2ccc(OC)cc2)c1=O the results were N370S GC mod -2%, TDP1 inh -11% and FEN1 inhibitor 4%.
COc1ccc(CCN(C(=O)/C=C/C(=O)O)C2CC(=O)N(c3ccccc3)C2=O)cc1 (stereo not given) was read as N370S GC mod 3%, TDP1 inh 3% and FEN1 inhibitor 6%.
Cc1nn(-c2ccc(N3CCCC3)nn2)c(C)c1CCC(=O)N1CCN(c2ccccc2)CC1 was read as TDP1 inh 1% and FEN1 inhibitor -6%.
`COCCCNC(=S)NNC(=O)c1cc(C2CC2)nc2ccccc12` gave N370S GC mod -2%, TDP1 inh 3%[56.1 µM] and FEN1 inhibitor -4%.
COc1ccc(/C=N/Nc2ncc(Br)cn2)c(OC)c1 was read as N370S GC mod 11%, TDP1 inh 5% and FEN1 inhibitor inconclusive.
COC(=O)c1cc2ccsc2n1Cc1nc(-c2ccc(OC)cc2)oc1C was read as N370S GC mod 7%, TDP1 inh 1% and FEN1 inhibitor -2%.
For COc1cccc(/C=N/NC(=O)CN2CC(c3ccccc3)CC2=O)c1O (stereo not given) the results were N370S GC mod -14%, TDP1 inh 8% and FEN1 inhibitor 0%.
NC(=O)Nc1ccc(C(=O)OCC(=O)NC2CCCc3ccccc32)cc1 (stereo not given) was read as TDP1 inh 1% and FEN1 inhibitor 5%.
Screening Cc1ccccc1C(=O)NC1(C(F)(F)F)N=C(c2ccccc2)N(Cc2ccccc2)C1=O (stereo not given) returned TDP1 inh -3% and FEN1 inhibitor -5%.
`COc1ccc(NS(=O)(=O)c2cc3c(cc2C)N(C(C)=O)CCO3)c(OC)c1` gave N370S GC mod 4% and FEN1 inhibitor 1%.
O=C(CC1OC(=O)c2ccccc21)Nc1ccccc1N1CCOCC1 (stereo not given) was read as N370S GC mod 2%, TDP1 inh 4% and FEN1 inhibitor 4%.
For OCCN1CCN(c2nc(-c3ccccc3O)nc3ccccc23)CC1 the results were N370S GC mod inconclusive and FEN1 inhibitor inconclusive.
For CC(C)CN1CCC(CN(C)Cc2nc(-c3cnccn3)no2)CC1 the results were N370S GC mod 4%, TDP1 inh 0% and FEN1 inhibitor -2%.
Screening C=C1C=CS(=O)(=O)N(C(CC(C)C)C(=O)OC)C1 (stereo not given) returned N370S GC mod 3%, TDP1 inh 9% and FEN1 inhibitor -21%.
`Cn1c(SCC(=O)N2CCOCC2)nc(O)cc1=O` gave TDP1 inh inconclusive and FEN1 inhibitor -9%.
Screening Cc1cc(=O)oc2c3c(cc(OCC(=O)Nc4cccnc4)c12)OC(C)(C)CC3 returned N370S GC mod 1% and FEN1 inhibitor 3%.
For COc1cccc(/C=C/C(=O)Nc2ccc3c(c2)OCCO3)c1 the results were N370S GC mod -8%, TDP1 inh 5% and FEN1 inhibitor inconclusive.
`O=C(O)C1C2CCC(O2)C1C(=O)Nc1ccc(OC(F)F)cc1` (stereo not given) gave N370S GC mod 0%, TDP1 inh 3% and FEN1 inhibitor -5%.
CS(=O)Cc1cc(Sc2ccccc2)nc(-c2ccncc2)n1 (stereo not given) was read as N370S GC mod -4%, TDP1 inh 3% and FEN1 inhibitor 0%.
Screening Cc1ccc(S(=O)(=O)N2CCCC2CNC(=O)C(=O)NC2CCCC2)cc1 (stereo not given) returned N370S GC mod -1%, TDP1 inh 0% and FEN1 inhibitor 14%.
CN1CCN(Cc2cn[nH]c2-c2ccc(F)cc2F)[C@@H](c2ccccc2)C1 was read as N370S GC mod 4%, TDP1 inh 3% and FEN1 inhibitor 0%.
Screening Cn1cccc1C(=O)OCC(=O)N1c2ccccc2NC(=O)C1(C)C returned N370S GC mod -1%, TDP1 inh 3% and FEN1 inhibitor 19%.
Cc1cccc(NC(=O)COc2cccc3c2CCN(Cc2ccccc2)C3=O)c1C was read as N370S GC mod 3%, TDP1 inh 3% and FEN1 inhibitor -12%.
`CCCOc1ccc(N2C(=O)CC(N3CCN(S(=O)(=O)c4ccccc4)CC3)C2=O)cc1` (stereo not given) gave N370S GC mod -2%, TDP1 inh 1% and FEN1 inhibitor 9%.
`O=C(C1CCN(S(=O)(=O)c2cccc3nsnc23)CC1)N1CCCc2ccccc21` gave N370S GC mod -3%, TDP1 inh 8% and FEN1 inhibitor -8%.
`Cc1ccc2c(nc3s/c(=C/c4cccs4)c(=O)n32)c1C` gave N370S GC mod 20%, TDP1 inh 4% and FEN1 inhibitor 0%.
`CC(=O)Oc1c(Cl)c(N2CCOCC2)c(OC(C)=O)c2ccccc12` gave N370S GC mod 8%, TDP1 inh 0% and FEN1 inhibitor -12%.
`COc1ccc(CNC(=O)Cn2cc(C(F)(F)F)ccc2=O)cc1OC` gave N370S GC mod -17%, TDP1 inh 4% and FEN1 inhibitor -2%.
For O=C(COC(=O)Cc1ccccc1F)Nc1ccc2c(c1)OCCO2 the results were N370S GC mod -8%, TDP1 inh -2% and FEN1 inhibitor -7%.
`COc1ccc(C2=Nn3c(nnc3-c3ccc(OC)c(OC)c3)SC2)cc1OC` gave N370S GC mod 3% and TDP1 inh 7%.
For O=C(NCCS(=O)(=O)N1CCN(c2ccc(F)cc2)CC1)C(c1ccccc1)c1ccccc1 the results were TDP1 inh 5% and FEN1 inhibitor -2%.
`CCOC(=O)c1c(Oc2ccc(OC)cc2)nnc(-c2ccccc2)c1-c1ccccc1` gave TDP1 inh 1% and FEN1 inhibitor -14%.
`COc1ccc(NC(=O)CN2CCCCCC2)cc1OC` gave N370S GC mod 1%, TDP1 inh 2% and FEN1 inhibitor 1%.
For CCOC(=O)c1c(NC(=O)CSc2nnc(C)o2)sc(C)c1C the results were N370S GC mod 12% and FEN1 inhibitor 2%.
`O=C(O)[C@@H]1CCCN(S(=O)(=O)c2cccc3cccnc23)C1` gave TDP1 inh 0% and FEN1 inhibitor -4%.
Screening O=c1sc(/C=N/Nc2ccccc2)c(Cl)n1Cc1ccccc1 returned N370S GC mod 11%, TDP1 inh 1% and FEN1 inhibitor 4%.
O=C(NCCCN1CCOCC1)c1ccc2c(c1)N(Cc1ccccc1)C(=O)c1ccccc1S2=O (stereo not given) was read as N370S GC mod -27%, TDP1 inh 6% and FEN1 inhibitor 0%.
For Cc1ccc2c(C)c(C(=O)N(Cc3ccncc3)CC3CCCO3)oc2c1C (stereo not given) the results were N370S GC mod -2%, TDP1 inh 1% and FEN1 inhibitor 3%.
`CCOC(=O)COc1cccc2c(=O)n(CC(=O)NCc3ccc4c(c3)OCO4)ccc12` gave N370S GC mod -6%, TDP1 inh 3% and FEN1 inhibitor -2%.
`COc1ccc(-c2c(-c3cc(OC)cc(OC)c3)n(C)c3ccc(-c4ccc(SC)cc4)cc23)cc1` gave TDP1 inh 2% and FEN1 inhibitor 0%.
For Cc1ccc2c(CNCc3ccc(C)o3)c(C(=O)O)n(Cc3ccccc3C)c2c1 the results were TDP1 inh 11% and FEN1 inhibitor -10%.
For CCOc1ccc2nc(NC3=NCN(Cc4ccco4)CN3)nc(C)c2c1 the results were N370S GC mod -2% and TDP1 inh 4%.
For O=C(/C=C/c1ccc(F)cc1)NC(=S)NNC(=O)c1cccnc1 the results were N370S GC mod 10%, TDP1 inh 1% and FEN1 inhibitor 8%.
Screening O=C(Cc1cccs1)N/N=C\c1ccc(O)cc1 returned N370S GC mod -9%, TDP1 inh 3% and FEN1 inhibitor -9%.
`Cc1ccc(N2CCn3c2nc2c3c(=O)n(C/C=C/c3ccccc3)c(=O)n2C)cc1C` gave TDP1 inh 3% and FEN1 inhibitor 1%.
For COc1cc(/C=C2/NC(=O)NC2=O)cc(Br)c1OCc1ccc(C(=O)O)cc1 the results were N370S GC mod -12%, TDP1 inh 71µM* and FEN1 inhibitor -21%.
Screening CC1(C)CC(=O)C(/C=N/n2cnc3ccccc3c2=O)=C(O)C1 returned N370S GC mod 3%, TDP1 inh 5% and FEN1 inhibitor -2%.
Screening O=C(N/N=C/c1c(Cl)cccc1Cl)c1cccc(F)c1 returned N370S GC mod 7%, TDP1 inh 6% and FEN1 inhibitor -4%.

Sorted by SMILES length (lowest first): part of the list above.
`COc1ccc(NC(=O)CN2CCCCCC2)cc1OC` gave N370S GC mod 1%, TDP1 inh 2% and FEN1 inhibitor 1%.
`CCOC(=O)c1c(Oc2ccc(OC)cc2)nnc(-c2ccccc2)c1-c1ccccc1` gave TDP1 inh 1% and FEN1 inhibitor -14%.
`CCOC(=O)COc1cccc2c(=O)n(CC(=O)NCc3ccc4c(c3)OCO4)ccc12` gave N370S GC mod -6%, TDP1 inh 3% and FEN1 inhibitor -2%.

Back to the main list; the five compounds before the break are reprinted first.
Screening O=C(Cc1cccs1)N/N=C\c1ccc(O)cc1 returned N370S GC mod -9%, TDP1 inh 3% and FEN1 inhibitor -9%.
`Cc1ccc(N2CCn3c2nc2c3c(=O)n(C/C=C/c3ccccc3)c(=O)n2C)cc1C` gave TDP1 inh 3% and FEN1 inhibitor 1%.
For COc1cc(/C=C2/NC(=O)NC2=O)cc(Br)c1OCc1ccc(C(=O)O)cc1 the results were N370S GC mod -12%, TDP1 inh 71µM* and FEN1 inhibitor -21%.
Screening CC1(C)CC(=O)C(/C=N/n2cnc3ccccc3c2=O)=C(O)C1 returned N370S GC mod 3%, TDP1 inh 5% and FEN1 inhibitor -2%.
Screening O=C(N/N=C/c1c(Cl)cccc1Cl)c1cccc(F)c1 returned N370S GC mod 7%, TDP1 inh 6% and FEN1 inhibitor -4%.
For CCCCNC(=O)COC(=O)c1cc2c(C)nn(-c3ccccc3)c2s1 the results were N370S GC mod -3%, TDP1 inh 5% and FEN1 inhibitor -4%.
`COc1cccc(CNCCSc2nnnn2-c2ccccc2)c1OC` gave TDP1 inh 7% and FEN1 inhibitor -3%.
`CN(C(=O)COC(=O)c1cccnc1Cl)C1CCCCC1` gave TDP1 inh 0% and FEN1 inhibitor 7%.
`O=C(OCc1ccccc1)/C(=C(\O)c1ccccc1Br)c1ccc(-c2ccccc2)cn1` gave N370S GC mod 3%, TDP1 inh -4% and FEN1 inhibitor 3%.
CCCCNC(=O)Nc1ncn[nH]1 was read as N370S GC mod 1%, TDP1 inh -4% and FEN1 inhibitor 1%.
O=C1C2CCCN2C(c2ccc(Br)cc2)N1c1ccc(F)cc1 (stereo not given) was read as N370S GC mod -3%, TDP1 inh 0% and FEN1 inhibitor 17%.
`Cc1ccc(-n2c(C)cc(C=C3C(=O)CC(C)(C)CC3=O)c2C)cc1` gave N370S GC mod -1%, TDP1 inh 3% and FEN1 inhibitor -5%.
OC(CSc1ccccc1Cl)CN1CCN(c2ccccc2F)CC1 (stereo not given) was read as N370S GC mod -5%, TDP1 inh 6% and FEN1 inhibitor -13%.
Screening O=C(OCCN1CCCC1=O)c1cc(F)c(F)c(F)c1F returned N370S GC mod 3%, TDP1 inh 5% and FEN1 inhibitor -1%.
Screening CC(C)C(=O)Nc1c2c(nc3ccccc13)N(C)CC2 returned N370S GC mod 29%, TDP1 inh 1% and FEN1 inhibitor -11%.
COC(=O)c1ccc(CNC(=O)CSC(C)C(=O)Nc2cc(C)on2)cc1 (stereo not given) was read as TDP1 inh 0% and FEN1 inhibitor 20%.
COc1ccccc1-c1csc2ncnc(Sc3nnnn3C)c12 was read as TDP1 inh 1% and FEN1 inhibitor -6%.
Screening O=C(N/N=C\c1cc2c(cc1Cl)OCO2)c1cccs1 returned N370S GC mod 1%, TDP1 inh 5% and FEN1 inhibitor -14%.

Screening results deposited in PubChem by National Center for Advancing Translational Sciences (NCATS).
